# TbPYK inhibitor: blocks Trypanosoma brucei pyruvate kinase; TbPYK enzyme, Kinase-Glo Plus ATP luminescence, 45 min; Potency, µM (titrated, usually from 76.8 µM), for inactives: top-dose activity, negative = inhibition, most hits filed as inhibitors; actives 0.12% (n = 410,000); AID 624173; also: nearly all actives have a fitted effect of over 50% in size
#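 Quantitative HTS: titrated library compounds versus trypanosomal pyruvate kinase in TEA buffer (pH 7.2) containing KCl, MgCl2, BSA and Tween-20. Reactions were initiated with ADP, 130 uM final. Kinase-Glo Plus luminescence was read after 45 min at RT.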
# LmPK inh: blocks Leishmania mexicana pyruvate kinase activity; Q27686; purified LmPK, Kinase-Glo ATP luminescence, 1 h; Potency, µM (top dose mostly 57.5 µM), for the others: at the top dose activity change, negative = inhibition, most hits filed as inhibitors; actives 0.37% (n = 290,000); AID 1721
# Target sequence (Q27686 whole entry, looked up): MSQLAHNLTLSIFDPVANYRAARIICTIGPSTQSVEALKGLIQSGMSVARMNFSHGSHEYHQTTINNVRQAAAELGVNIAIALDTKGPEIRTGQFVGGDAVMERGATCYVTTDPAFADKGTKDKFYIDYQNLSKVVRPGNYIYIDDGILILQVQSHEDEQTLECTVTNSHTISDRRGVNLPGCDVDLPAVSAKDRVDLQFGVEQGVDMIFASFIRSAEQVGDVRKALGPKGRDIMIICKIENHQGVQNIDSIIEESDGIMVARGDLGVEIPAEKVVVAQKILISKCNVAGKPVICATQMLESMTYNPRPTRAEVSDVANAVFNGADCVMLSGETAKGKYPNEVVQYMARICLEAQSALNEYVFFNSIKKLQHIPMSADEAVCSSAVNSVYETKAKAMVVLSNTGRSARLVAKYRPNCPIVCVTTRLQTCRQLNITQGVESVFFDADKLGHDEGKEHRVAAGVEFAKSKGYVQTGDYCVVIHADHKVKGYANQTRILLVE
#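 0.1 nM LmPK, 0.5 mM PEP, 0.1 mM ADP; 50 mM imidazole pH 7.2, 7 mM MgCl2, 50 mM KCl; 1 h RT. Kinase-Glo luminescence readout, normalized to no-enzyme (full inhibition) and uninhibited wells.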
# Sm TGR block: S. mansoni TGR enzyme inhibition | Q962Y6 | purified TGR, DTNB reduction, TNB absorbance 405 nm | Potency, µM (highest dose often 114 µM), for the others: at the top dose activity change, negative = inhibition, most hits filed as inhibitors | actives 3% (n = 360,000); also: nearly all actives have a fitted effect of over 60% in size
#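 TGR 20 nM + NADPH 100 uM (dispensed conc.), cpd preinc 15 min RT; start with NADPH (500 uM addition) then DTNB (15 mM addition). Kinetic TNB absorbance, 405 nm filter. Four-parameter Hill fit across titration.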
# HCV inhibitor: HCV inhibition; Potency, µM (series often up to 41.8 µM), for the others: top-dose activity change, negative = inhibition, usual class: inhibitors; actives 3.4% (n = 340,000); Huh7.5.1 HCVcc-Cre infection, luciferase reporter, 44 h; AID 651820
#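 Infectious HCV cell culture screen: compound-treated cells (1,000/well, pre-plated 4 h) are infected with HCVcc-Cre at roughly 0.5 moi and grown 44 h. Infection is quantified by luciferase signal after 15 min substrate incubation at room temperature.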
# Pf growth 96h: P. falciparum growth inhibition at 96 hour, primary screen for plastid delayed-death inhibitors. P. falciparum luciferase reporter growth, 96 h. Potency, µM (top dose mostly 28.7 µM), inactives show at the top dose activity change, negative = inhibition, actives largely listed as inhibitors. actives 6.9% (n = 320,000)
#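 Readout is luminescence from an integrated firefly luciferase in P. falciparum. Red cells, 2% hematocrit and 0.05% parasitemia final, were cultured with compound through two parasite generations (96 hours) at 37 C, 5% CO2.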
# Pf growth 48h: inhibits P. falciparum growth in the first generation, 48 h | AID 504832 | actives 5.9% (n = 310,000) | P. falciparum luciferase growth in erythrocytes, 48 h | Potency, µM (series often up to 28.7 µM), inactives show top-dose activity change, negative = inhibition, hits mostly inhibitors
#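 A one-generation exposure of luciferase-tagged malaria parasites in RPMI 1640/Albumax erythrocyte culture, 37 C and 5% CO2. Inhibition is inferred from decreased luminescence after adding detection reagent.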
# Active calls of the source: *; ? = inconclusive; / = not tested or not shown; & = joins results of further samples; ! = not confirmed by another sample; [ ] = remark or other dose. Calls follow the shape of the dose curve; as a rule, active = well fitted curve in the direction sought with a large enough effect; inconclusive = small, poorly fitted or top-dose-only effect, or another doubt; inactive = no such curve, though single readings can be large; an effect the other way counts as inactive or inconclusive. % is scaled to controls: 0 for no effect and ±100 for the full control effect; potency is read from the fitted curve at half-maximal effect. Not a hit list; overall some 16% were active at least once.
SMILES	TbPYK inhibitor	LmPK inh	Sm TGR block	HCV inhibitor	Pf growth 96h	Pf growth 48h
CC(C)(C)/C(O)=C(/C#N)c1nc2ccccc2[nH]1	2%	3%	3%	?	0%	/
Cc1ccc(C)c(NC(=S)N(Cc2cccc(Br)c2)CC2CCC(C(=O)O)CC2)c1 (stereo unspecified)	1%	2%	-10%	6%	-17%	-13%
COc1ccc(OC)c(/C=C/C(=O)N2C(=O)c3cccc(N)c3C2=O)c1	-2%	0%	-12%	?	46%[activator]	9%
CCOC(=O)C1=C(C)NC(C)=C(C(=O)OCC)C1C(=O)OCC(=O)N1CCc2ccccc21	-18%	1%	-6%	-11%	/	10µM*
COc1ccccc1-c1c(C)oc2c(CN3CCOCC3)c(O)ccc2c1=O	4%	3%	-24%	7%	3%	-5%
O=C(NCCNC(=O)c1ccc(Br)o1)c1cccnc1	-19%	4%	-26%	4%	-28%	13%
CCOC(=O)N1CCN(C(=O)c2ccc(OC(C)=O)cc2)CC1	0%	0%	-7%	-1%	?	-2%
COc1ccc(OC)c(/C(O)=C/C(=O)C(=O)Nc2cc(C)cc(C)c2)c1	-1%	0%	-2%	6%	-19%	/
CCOC(=O)c1c(C)[nH]c(C)c1C(=O)COC(=O)c1ccc(S(=O)(=O)C(F)F)cc1	-8%	/	-1%	1%	?	-13%
CCOc1ccccc1N(CC(=O)N1CCCCCC1)S(=O)(=O)c1ccc(C)cc1	-9%	2%	-24%	/	-6%	?
Cc1cnc(C(=O)Nc2ccc(S(=O)(=O)NCC(C)C)cc2)cn1	-12%	6%	-1%	-11%	9.3µM*	?
O=c1cc(-c2ccccc2F)oc2ccccc12	2%	1%	1%	?	356%[activator]	349%[activator]
CCN1CCN(C(=O)CN(c2ccc(F)c(Cl)c2)S(C)(=O)=O)CC1	-5%	1%	-2%	14%	?	?
COCCCNC(=O)c1cc2cc([N+](=O)[O-])cc(OC)c2oc1=O	-4%	-1%	-7%	-5%	0%	?
CCc1nc2ccc(C)cc2c(C(=O)NC2CCCCC2C)c1C (stereo unspecified)	/	1%	8%	-10%	?	-14%
O=C(c1cccs1)N1CCC(Cc2ccccc2)CC1	-3%	-5%	4%	9%	-23%	8.3µM*
COc1ccc(S(=O)(=O)NCCC(=O)Nc2ccc(C)cc2)cc1	0%	5%	2%	-15%	21%	3%
CCOc1ccccc1C(=O)Nc1c[nH]c(=O)[nH]c1=O	-5%	-2%	-6%	14%	?	3%
CC(C)CN1C(=O)C(=O)N(CC(=O)N2CCC(Cc3ccccc3)CC2)C1=O	-4%	0%	0%	?	-1%	4%
Cc1ccc(C(=O)NCCn2cc(SCC(=O)Nc3nnc(C)s3)c3ccccc32)cc1	-10%	14%	4%	?	4.1µM*	/

# Remaining list, next part:
SMILES	TbPYK inhibitor	LmPK inh	Sm TGR block	HCV inhibitor	Pf growth 96h	Pf growth 48h
S=c1nc[nH]c2nc[nH]c12	-11%	-5%	16µM*!	-15%&4%	?	?
CCOC(=O)c1c(C)c(C(=O)NCc2ccco2)c(C)n1CC	-7%	-1%	-15%	-11%	42%[activator]	-20%
COc1ccc2c(c1)O[C@H](c1ccc3c(c1)OCO3)[C@@H](OC(=O)N[C@H](C)C1CCCCC1)C2=O	/	3%	-1%	-10%[8.37 µM]	-2%	?
COC(=O)c1[nH]c2c(c1C)C(=O)CCC2	0%	-2%	5%	-20%	-4%	42%[activator]
COc1ccc(-n2c(-c3ccc(Br)cc3)c[n+]3c2CCC3)cc1	0%	-2%	9%	-7%	?	6.6µM*
COc1ccccc1C(=O)C1CCCN(C(=O)c2ccco2)C1 (stereo unspecified)	-2%	6%	-1%	1%	?	19%
Cc1ccc2cc3cc(C(=O)N4CCCCC4C)oc3nc2c1 (stereo unspecified)	1%	-2%	-16%	?	45%[activator]	9.3µM*
C=CCc1ccccc1OCC(O)CN1CCN(C(=O)OCC)CC1 (stereo unspecified)	-7%	1%	40µM*	26%	?	?
CC1CCC(C(C)C)C(OP(=O)(c2ccccc2)C(O)c2ccncc2)C1 (stereo unspecified)	-3%	-1%	4%	27%	?	-25%
O=C(COC(=O)C1=COCCO1)NCc1ccc(Cl)cc1	3%	6%	4%	2%	15%	0%
O=C(COC(=O)c1cc(S(=O)(=O)N2CCOCC2)ccc1O)Nc1cc(S(=O)(=O)N2CCCC2)ccc1Cl	-4%	3%	21%	-18%	?	-9%
O=C(COC(=O)/C=C/c1ccc(Cl)cc1)Nc1ccccc1	-7%	-7%	17%	8%	2%	0%
CCC(=O)Nc1cc2c(cc1C(=O)CC)OCCO2	-3%	12%	-3%	5.6µM*	9%	/
NC(=O)C1CCN(C(=S)NCCc2ccccc2)CC1	-5%	-5%	0%	19%	/	-2%
Cc1cccc(C(=O)OCC(=O)Nc2ccc(F)cc2)c1	1%	-10%	5%	-10%	24%	18%
CCOC(=O)Cn1c(=O)sc2ccccc21	-9%	2%	2%	-5%	34%[activator]	7%
CCOC(=O)CN(C(=O)CN1CCC(n2nnc3cc(C)ccc32)CC1)c1ccccc1	6%	-2%	-7%	8%	5.2µM*	/
CCSc1nnc(NC(=O)Cc2ccc(OC)c(OC)c2)s1	-1%	1%	28%	20%	117%[activator]	-1%
COc1ccc(NC(=O)COc2ccccc2C(=O)NCC(c2ccccc2)N(C)C)cc1Cl (stereo unspecified)	1%	2%	-3%	?	13µM*	?
Cc1nc2c(F)c(F)c(C(F)(F)F)c(F)c2[nH]1	-1%	1%	3%	?	?	5%

# Compound profiles, as listed above.
# Profile of CCc1nc2ccc(C)cc2c(C(=O)NC2CCCCC2C)c1C (stereo unspecified) → TbPYK inhibitor: /; LmPK inh: 1%; Sm TGR block: 8%; HCV inhibitor: -10%; Pf growth 96h: ?; Pf growth 48h: -14%
# Profile of COCCCNC(=O)c1cc2cc([N+](=O)[O-])cc(OC)c2oc1=O → TbPYK inhibitor: -4%; LmPK inh: -1%; Sm TGR block: -7%; HCV inhibitor: -5%; Pf growth 96h: 0%; Pf growth 48h: ?
# Profile of O=C(NCCNC(=O)c1ccc(Br)o1)c1cccnc1 → TbPYK inhibitor: -19%; LmPK inh: 4%; Sm TGR block: -26%; HCV inhibitor: 4%; Pf growth 96h: -28%; Pf growth 48h: 13%

# Later entries
SMILES	TbPYK inhibitor	LmPK inh	Sm TGR block	HCV inhibitor	Pf growth 96h	Pf growth 48h
O=C(Nc1nsc(-c2ccccc2)n1)c1ccncc1	-9%	-9%	-31%	-4%	?	67%[activator]
CN(CC(O)CON=C1c2ccccc2-c2ccccc21)S(=O)(=O)c1ccc(Br)cc1 (stereo unspecified)	-3%	1%	-6%	?	?	6.6µM*
CCC1=C(OC(=O)N(CC)CC)N2C(=O)OC(=NCC(=O)OC)[C@]2(C)[C@H]2C1=CC[C@H]1C(=O)N(CC(=O)OC)C(=O)[C@H]12	0%	0%	9%	14%	64%[activator]	31%[activator]
Cc1oc(-c2ccccc2Cl)nc1CS(=O)CC(=O)NCCc1ccccc1 (stereo unspecified)	-4%	-4%	0%	-7%	?	37%[activator]
O=C(CSc1nnc2sc3ccccc3n12)c1ccco1	-15%	-9%	?	?	2%	62%[activator]
C=C1CCC[C@]2(C)C[C@H]3OC(=O)C(CNC(C)CCCC(C)C)[C@H]3CC12 (stereo partly specified)	-3%	-3%	7%	?	?	/
FC(F)C(F)(F)C1=CC(c2ccccc2)=NCCN1	-3%	12%	-13%	-11%	52%[activator]	?
O=C(O)CC1c2ccccc2S(=O)(=O)N1Cc1ccccc1 (stereo unspecified)	-8%	7%	40%[activator]	?	?	81%[activator]
CSc1nc(Sc2ccccc2)c2ccccc2n1	1%	-1%	3%	4.5µM*	-8%	-19%
O=C(O)c1cc(NS(=O)(=O)c2ccc3ccccc3c2)ccc1O	7%	7%	-18%	21%	-23%	-23%[0.00184 µM]
O=C(Nc1ncccc1Cl)c1cc2ccccc2o1	1%	-23%	4%	2%	179%[activator]	304%[activator]
Cc1c(CN2CCC(CO)(Cc3ccccc3)CC2)c2ccccc2n1C	2%	1%	7%[57.1 µM]	-15%	?	?
Cn1c(CN2CCOCC2)nc2cc(NC(=O)c3ccccc3Cl)ccc21	-10%	4%	-12%	2%	0%	-16%
O=C(Nc1cccnc1)c1cc(F)c(F)cc1Cl	3%	1%	6%	3%	19%	24%
N#CC(C(=O)NC1CC1)c1nc2ccccc2nc1N1CCCC1 (stereo unspecified)	-11%	-1%	0%	-6%	-3%	0%
CCCCNC(=O)Nc1cnn(CC)c1C(N)=O	5%	2%	-7%	12%	-5%	20%
Cc1ccc(N2C(=O)C3ON(c4ccccc4)C(c4ccncc4)C3C2=O)cc1 (stereo unspecified)	-8%	0%	16µM*	13%	/	21%
O=[N+]([O-])c1cc(/C=N/n2c(-c3ccncc3)n[nH]c2=S)ccc1Cl	?	5%	-33%	?	-1%	-14%
O=c1c2ccc(Cl)cc2[nH]c(=S)n1-c1cccnc1	-16%	3%	4%	-5%	59%[activator]	24%
CC1CCCCC1NC(=O)CN1CCN(S(=O)(=O)c2ccc(Br)s2)CC1 (stereo unspecified)	-5%	/	-3%	5%	?	?

# Copied from the listing for reference:
SMILES	TbPYK inhibitor	LmPK inh	Sm TGR block	HCV inhibitor	Pf growth 96h	Pf growth 48h
O=[N+]([O-])c1cc(/C=N/n2c(-c3ccncc3)n[nH]c2=S)ccc1Cl	?	5%	-33%	?	-1%	-14%
O=c1c2ccc(Cl)cc2[nH]c(=S)n1-c1cccnc1	-16%	3%	4%	-5%	59%[activator]	24%

# Further records follow:
SMILES	TbPYK inhibitor	LmPK inh	Sm TGR block	HCV inhibitor	Pf growth 96h	Pf growth 48h
CC1CC(C)CN(CCCNC(=O)c2ccc3c(c2)NC(=O)CS3)C1 (stereo unspecified)	0%	-4%	7%	-17%	-23%	16%
COc1ccccc1CCC(=O)OCC(=O)Nc1c(Br)cc(C)cc1Br	-1%	-5%	-19%	30%[activator]	-4%	-11%
Nc1cccc(S(=O)(=O)Nc2ccc(SC(F)F)cc2)c1	-3%	1%	8%	9%	39%[activator]	19%
O=C(/C=C/c1cccs1)N1CCc2ccccc21	?	14µM*	-4%	-4%	10%	247%[activator]
NC(=O)c1ccsc1NC(=O)COC(=O)COc1ccccc1F	0%	2%	0%	-2%	2%	4%
Cc1cccc(C(=O)Nc2nnc(-c3ccco3)o2)c1	2%	-9%	3%	-5%	0%	-12%
COCC1CCCN(C(=O)c2cc(COc3cccc4cccnc34)on2)C1 (stereo unspecified)	-6%	1%	1%	?	?	-19%
CCc1cccc2c1NC(=O)C2(O)N1CCCC(C)C1 (stereo unspecified)	2%	-1%	11%	12%	92%[activator]	?
O=C(COc1ccc(S(=O)(=O)N2CCOCC2)cc1)Nc1ccc2c(c1)OCCO2	-3%	6%	1%	12%	/	?
COC(=O)c1cc(NC(=S)N2CCN(C(=O)C3CCCO3)CC2)cc(C(=O)OC)c1 (stereo unspecified)	-7%	3%	8%	18%	-14%	-31%
CNC(=S)N(CCc1ccc(OC)c(OC)c1)C1CC(=O)N(c2ccccc2)C1=O (stereo unspecified)	3%	5%	-17%	-36%	-2%	?
C=CCNC(=O)c1ccc(CSc2nc3ccccc3s2)cc1	-1%	-3%	-4%	?	-27%	6%
O=C1c2ccccc2C(=O)N1CCc1c[nH]c2ccccc12	-2%	1%	-2%	?	0%	88%[activator]
